Bioassay records as filed in PubChem.
MmCpn inh = Inhibitors of TCP-1 ring complex (TRiC) of Methanococcus maripaludis (MmCpn): qHTS; AID 504842, 2011; Potency, µM (series often up to 76.9 µM), without a hit: at the highest dose activity, negative = inhibition, actives largely listed as inhibitors; Chaperonin Mm-Cpn (Methanococcus maripaludis); purified Mm-Cpn ATPase, ADP Transcreener TR-FRET; actives 0.031% (n = 330,000); further: potency means the concentration at half of the fitted maximal effect; on the % scale 0 is the no-effect control and ±100 the full control effect; nearly all actives have a fitted effect of over 80% in size
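Reaction buffer contained 30 mM Tris pH 7.4, 100 mM KCl, 5 mM MgCl2 and 1 mM DTT. Mm-CPN (25 nM final) hydrolysed 10 uM ATP over 30 min at 37°C; ADP was read by HTRF.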
CCT modulator = High-Throughput Screening for Modulators of Cytosolic Chaperonin Activity; purified chaperonin ATPase assay, HTRF ADP detection, 30 min; activity change, % (no concentration beside the values), hits read low; actives 0.3% (n = 360,000); AID 651819, 2012; in the data active means activity change below about -30%; further: on the % scale 0 is the no-effect control and ±100 the full control effect
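ATPase activity: ADP formed was measured by HTRF Transcreener (665/615 nm ratio) after 30 min at 37 deg C with 10 uM ATP. Compounds screened at one 76 uM concentration against 40 or 20 nM TRiC in Tris pH 7.4/KCl/MgCl2/DTT buffer.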
EPAC2 antagonist = qHTS for Antagonist of cAMP-regulated guanine nucleotide exchange factor 2 (EPAC2): primary screen | actives 0.18% (n = 360,000) | EPAC2 GEF exchange of Rap1B-BODIPY-GDP, fluorescence | AID 720708, 2013 | Potency, µM (titrated, usually from 114 µM), for the others: at the highest dose activity, negative = inhibition, hits mostly inhibitors; further: potency means the concentration at half of the fitted maximal effect; on the % scale 0 is the no-effect control and ±100 the full control effect; nearly all actives have a fitted effect of over 45% in size; many of its hits are not listed in these tables
EPAC1 antagonist = qHTS for Antagonist of cAMP-regulated guanine nucleotide exchange factor 3 (EPAC1): primary screen. Rap guanine nucleotide exchange factor 3 (Homo sapiens), O95398. EPAC1 GEF assay, Rap1b-BODIPY-GDP exchange fluorescence. Potency, µM (highest dose often 115 µM), without a hit: at the top dose activity change, negative = inhibition, actives largely listed as inhibitors. actives 0.14% (n = 360,000);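 further: potency means the concentration at half of the fitted maximal effect; plate controls were vehicle for no effect and positive control for full effect; nearly all actives have a fitted effect of over 50% in size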
PI5P4Ka inh = qHTS for Inhibitors of phosphatidylinositol 5-phosphate 4-kinase (PI5P4K); Phosphatidylinositol 5-phosphate 4-kinase type-2 alpha (Homo sapiens), P48426; PI5P4Kalpha enzyme, ADP-Glo luminescence, 60 min; active compounds read low; max response, %; actives 1.2% (n = 330,000); AID 652105, 2013; active means max response of -50% or lower; inconclusive means between -30% and -50%; inactive means -30% or higher; further: value at the top dose of about 77 µM; on the % scale 0 is the no-effect control and ±100 the full control effect
Target sequence (P48426 whole entry, looked up): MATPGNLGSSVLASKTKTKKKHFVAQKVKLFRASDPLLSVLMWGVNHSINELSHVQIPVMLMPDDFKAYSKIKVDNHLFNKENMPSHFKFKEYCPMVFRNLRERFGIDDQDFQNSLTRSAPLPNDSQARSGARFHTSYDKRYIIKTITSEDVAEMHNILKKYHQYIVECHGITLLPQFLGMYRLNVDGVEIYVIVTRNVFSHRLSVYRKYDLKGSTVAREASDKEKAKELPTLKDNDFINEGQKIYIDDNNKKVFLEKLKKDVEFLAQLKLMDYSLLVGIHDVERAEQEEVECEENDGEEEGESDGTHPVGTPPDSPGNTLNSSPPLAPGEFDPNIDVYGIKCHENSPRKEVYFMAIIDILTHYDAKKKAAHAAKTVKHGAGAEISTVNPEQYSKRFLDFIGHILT
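qHTS, 1536-well: enzyme/substrate mix, compound by pin tool, 5 microM ATP final; RT 60 min; ADP-Glo reagents 1 (45 min) then 2 (30 min); luminescence.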
WRN helicase inh = qHTS for Inhibitors of WRN Helicase. Bifunctional 3'-5' exonuclease/ATP-dependent helicase WRN (Homo sapiens), Q14191. WRN helicase unwinding, fluorescent forked duplex, kinetic. Potency, µM (doses to about 114 µM), inactives show at the highest dose activity change, negative = inhibition, hits mostly inhibitors. actives 0.46% (n = 360,000). AID 651768, 2012; further: potency means the concentration at half of the fitted maximal effect; on the % scale 0 is the no-effect control and ±100 the full control effect; nearly all actives have a fitted effect of over 55% in size
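WRN at 20 nM final preincubated with compound 15 min at room temperature; reaction started with 100 nM fluorophore/quencher forked duplex oligonucleotide and 2 mM ATP final. Unwinding followed kinetically by red fluorescence (ex 525, em 598 nm).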
PLK1 PBD block = qHTS for Inhibitors of PLK1-PDB (polo-like kinase 1 - polo-box domain): Primary Screen. AID 720504, 2013. Plk1 PBD binding of FITC phosphopeptide, fluorescence polarization. Potency, µM, without a hit: max response, negative = inhibition, most hits filed as inhibitors. Serine/threonine-protein kinase PLK1 (Homo sapiens), P53350. actives 2.8% (n = 360,000); further: potency means the concentration at half of the fitted maximal effect; series mostly up to about 57 µM; on the % scale 0 is the no-effect control and ±100 the full control effect; nearly all actives have a fitted effect of over 65% in size
Target sequence (P53350 whole entry, looked up, the tested form may be a part): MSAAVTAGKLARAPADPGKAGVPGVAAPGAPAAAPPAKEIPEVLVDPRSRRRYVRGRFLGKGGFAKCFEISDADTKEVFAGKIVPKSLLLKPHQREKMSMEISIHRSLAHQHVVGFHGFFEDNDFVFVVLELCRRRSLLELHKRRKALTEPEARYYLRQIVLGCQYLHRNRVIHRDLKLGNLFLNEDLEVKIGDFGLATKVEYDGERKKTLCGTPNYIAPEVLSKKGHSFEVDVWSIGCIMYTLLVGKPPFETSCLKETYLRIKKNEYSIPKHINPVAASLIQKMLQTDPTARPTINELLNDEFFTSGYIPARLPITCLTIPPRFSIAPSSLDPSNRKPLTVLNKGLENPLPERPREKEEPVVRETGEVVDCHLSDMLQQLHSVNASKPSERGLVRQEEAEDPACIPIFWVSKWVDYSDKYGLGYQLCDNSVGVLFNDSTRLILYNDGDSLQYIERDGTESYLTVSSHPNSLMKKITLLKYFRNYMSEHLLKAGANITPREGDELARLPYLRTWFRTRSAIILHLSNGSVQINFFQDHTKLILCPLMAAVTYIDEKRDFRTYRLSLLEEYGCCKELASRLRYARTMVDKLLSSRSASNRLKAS
EPAC1 agonist = qHTS for Agonist of cAMP-regulated guanine nucleotide exchange factor 3 (EPAC1): primary screen. Potency, µM (titrated, usually from 154 µM), inactives show at the top dose activation, most hits filed as activators. AID 720707, 2013. actives 0.073% (n = 360,000). EPAC1 agonist qHTS, biochemical assay; response scale: 100% = response to 6.5 mM cAMP; further: potency means the concentration at half of the fitted maximal effect; nearly all actives have a fitted effect of over 60% in size
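Nucleotide exchange by EPAC1 (100 nM) on Rap1B–BODIPY-GDP (250 nM) in the presence of 50 uM GDP is tracked fluorescently at 480/540 nm over 30 min. Signals are normalized to a 6.5 mM cAMP control.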
* marks the source's active call; other numbers are inactive results; ? = inconclusive; / = no result given; [ ] = dose if it differs, or a comment. Unless noted, the call rests on the fitted dose curve; in most records, active means well fitted curve in the direction sought with a large enough effect; inconclusive means small, poorly fitted or top-dose-only effect, or another doubt; inactive means no such curve, though single readings can be large; an effect the other way counts as inactive or inconclusive.

SMILES	MmCpn inh	CCT modulator	EPAC2 antagonist	EPAC1 antagonist	PI5P4Ka inh	WRN helicase inh	PLK1 PBD block	EPAC1 agonist
CCn1c(SCc2nnc(-c3ccccc3)o2)nnc1-c1ccc(S(=O)(=O)N2CCCC2)cc1	-2%	-0.9	-7%	0%	/	2%	-7%	1%
COC(=O)c1ccc(Oc2cc(C)nc(Cl)n2)cc1	-1%	-0.8	-8%[57.1 µM]	-12%	-3	0%	-9%	-5%
O=C(O)c1ccc(NC2=C/C(=N/S(=O)(=O)c3cccs3)c3ccccc3C2=O)cc1	/	-1.1	?	50µM*	?	-16%[11.6 µM]	?	-18%
Cc1ccc2c(c1)c1ncnc(N3CCN(c4ccccc4)CC3)c1n2C	-1%	-3.9	-8%	-8%	-3	-1%	3%	7%
COc1cc(/C=N/NC(N)=S)ccc1OCC(=O)Nc1ccc(C)cc1	2%	-0.5	-2%	1%	-13	4%	-27%	4%
CN(CCO)c1ccc(/C=N/Nc2nncc3ccccc23)cc1	?	-0.2	6%	4%	-8	2%	-5%	2%
O=C(/C=C/c1ccc(OC(F)F)cc1)Nc1cccc(S(=O)(=O)N2CCOCC2)c1	-3%	0.0	-20%	?	-2	-12%	10%	12%
Cc1c(N2C(=O)C(C)SC23C(=O)Nc2ccccc23)c(=O)n(-c2ccccc2)n1C (stereo not drawn)	3%	0.1	-3%	3%	/	-2%	-2%	3%
Oc1ccc(Cl)c2cccnc12	/	0.0	2%	-6%	-2	5%	4%	1%
CC(C)COC(=O)CCn1[nH]c(=O)c2ccccc2c1=O	-3%	-0.1	10%	11%	/	7%	-2%	0%
O=C(OCC1OC(n2ccc(=O)[nH]c2=O)C2OC12)c1ccccc1 (stereo not drawn)	/	0.3	6%	-9%	3	0%	-7%	1%
COc1ccc(CC(=O)OCC(=O)NC(=O)NC2CCCCC2)cc1	0%	2.6	-1%	-1%	1	-3%	-18%	1%
CCOC(=O)/C(C#N)=C(/C)c1ccc(OC)cc1	0%	0.0	6%	-7%	0	4%	3%	0%
CCC1(C)Cc2nc3[nH]c(=S)n(-c4ccccc4)c(=O)c3cc2CO1 (stereo not drawn)	-2%	0.6	-2%	-19%	1	-5%	-9%	-5%
O=C(NCCCCNC(=O)c1ccc(Br)cc1)c1ccc(Br)cc1	1%	-1.5	3%	1%	-3	-1%	8%	-16%
Cc1ccc(OCC(=O)Nc2ccc(N3CCCC3)cc2)cc1C	-1%	-2.5	-6%	?	/	-4%	-7%	-60%[inhibitor]
COc1ccc(-c2cccc(-c3nc4ccc(Cl)cn4c3NC3CCCCC3)c2)cc1	-5%	-0.7	10%	12%	-10	0%	0%	-6%
Cc1ccc(C)c(C(=O)O/N=C(\N)c2ccc(Br)cc2)c1	-1%	-2.9	-1%	2%	/	-8%	3%	10%
Cc1ccccc1N1C(=O)C2ON(c3ccccc3)C(c3ccncc3)C2C1=O (stereo not drawn)	-2%	-1.0	-2%[57.1 µM]	1%	-2	7%	-8%	15%
CCCCCCCC(=O)N/N=C(\C)c1ccc(O)cc1O	-1%	0.3	-22%	2%	-3	-8%	-4%	-5%

By substructure, the entries above containing two or more sulfur atoms.
SMILES	MmCpn inh	CCT modulator	EPAC2 antagonist	EPAC1 antagonist	PI5P4Ka inh	WRN helicase inh	PLK1 PBD block	EPAC1 agonist
CCn1c(SCc2nnc(-c3ccccc3)o2)nnc1-c1ccc(S(=O)(=O)N2CCCC2)cc1	-2%	-0.9	-7%	0%	/	2%	-7%	1%
O=C(O)c1ccc(NC2=C/C(=N/S(=O)(=O)c3cccs3)c3ccccc3C2=O)cc1	/	-1.1	?	50µM*	?	-16%[11.6 µM]	?	-18%

Next compounds:
SMILES	MmCpn inh	CCT modulator	EPAC2 antagonist	EPAC1 antagonist	PI5P4Ka inh	WRN helicase inh	PLK1 PBD block	EPAC1 agonist
Clc1ccccc1OCCCCN1CCCC1	-3%	1.1	13%	19%	/	5%	-2%	-1%
CCOC(=O)c1cccc(NC(=O)CCc2ccccc2)c1	-1%	1.1	-4%	-21%	-3	-10%	-10%	-25%
Cc1ccccc1-n1cc[nH]c1=S	2%	-7.4	0%	-5%	-5	7%	?	0%
C[C@@H]1NC(=O)/C(=C\c2ccccc2Cl)NC1=O	-2%	-1.7	2%	-11%	-1	-33%	-19%	8%
O=C(c1ccc(F)cc1)C1CCN(C(=O)c2ccc(Cl)cc2)CC1	/	0.7	0%	13%	-5	-3%	-5%	-6%
CCOC(=O)c1cc(-c2ccccc2)sc1NC(=O)CN1C(=O)NC(CC)(c2ccc(F)cc2)C1=O (stereo not drawn)	-9%	-0.2	-7%	1%	0	-1%	1%	-5%
O=C(COc1ccccc1)Nc1cc(C(F)(F)F)ccc1N1CCCC1	0%	0.7	-5%	-16%	9	-3%	-6%	11%
COc1ccc(C(=O)OCC(=O)Nc2cccc(S(=O)(=O)N3CCCCCC3)c2)cc1[N+](=O)[O-]	/	-3.3	6%	-2%	0	-4%	2%	-1%
Cc1cc(/C=C2\NC(=O)NC2=O)c(C)n1-c1cccnc1	-3%	-3.2	7%	-5%	-5	8%	-1%	4%
COc1ccc([C@H]2CC(=O)C=C(c3cc(OC)ccc3OC)C2)cc1	-3%	0.1	?	-7%	-1	2%	-11%	1%
Nc1nc2c(nnn2Cc2ccc(Cl)c(Cl)c2)c(=O)[nH]1	/	-4.0	5%	12%	-14	-26%	-5%	2%
Cc1ccc(NC(=O)CCC(=O)NNC(=O)CCc2ccccc2)c(C)c1	-3%	-1.6	2%	-13%	1	1%	-7%	12%
O=C(Nc1ccc(S(=O)(=O)NC2=NCCCCC2)cc1)c1ccc(C(F)(F)F)cc1	0%	0.1	-20%	2%	-1	-9%	-1%	2%
COCCn1c(SCC(=O)c2ccccc2)nc2c(c1=O)SC(C)C2 (stereo not drawn)	0%	-1.1	4%	2%	/	-7%	-14%	6%
COc1cccc(N2CCN(c3ccc4nnc(CCC(=O)Nc5ccccc5OC)n4n3)CC2)c1	3%	-1.1	-10%	3%	3	1%	-4%	0%
COC(=O)C[C@H]1c2cc(F)ccc2S(=O)(=O)N1c1ccccc1	/	-0.6	-10%	-2%	9	-33%	-10%	-1%
CN(CC(CC(=O)O)c1ccccc1)S(=O)(=O)c1ccc(Br)cc1 (stereo not drawn)	0%	0.4	-16%	-4%	-5	-5%	-2%	8%
CC(=O)NCc1ccc(C(=O)O)cc1	1%	-1.1	-3%	-4%	4	-4%	-3%	14%
Cc1ccccc1NC(=S)NNC(=O)c1cccnc1	-4%	-3.4	2%	-3%	-18	-6%	-6%	-6%
CCCn1nc(NC(=O)CC(C)C)c2cc3cccc(C)c3nc21	0%	1.0	-13%	-10%	9	1%	-22%	-17%
O=C1CC(c2ccccc2)n2nc(NC(=O)c3ccccn3)nc2N1 (stereo not drawn)	2%	0.4	1%	1%	2	-4%	-3%	-8%
Cc1ccc(S(=O)(=O)N2CCOCC2)cc1NC(=O)CSc1n[nH]c(N)n1	-2%	0.1	1%	1%	-5	-4%	-3%	17%
COc1cc2c(cc1OC)C(c1ccccc1)N(S(C)(=O)=O)CC2 (stereo not drawn)	-1%	-1.1	?	-3%	2	8%	-7%	-2%
CC(Sc1cccc2cccc(C(=O)O)c12)C(=O)O (stereo not drawn)	1%	-1.4	-2%	7%	6	-25%	-7%	15%
CC(C)[C@@H]1N[C@]2(C(=O)Nc3ccccc32)[C@@H]2C(=O)N(c3cccc(C(F)(F)F)c3)C(=O)[C@@H]21	-3%	0.4	-3%	8%	/	2%	-2%	-3%
Cc1ccc2cccc(Oc3ccc([N+](=O)[O-])cc3[N+](=O)[O-])c2n1	1%	0.5	13%	-4%	-9	9%	-8%	9%
N#CCC(=O)N/N=C/c1cn(Cc2ccc(Cl)cc2Cl)c2ccccc12	-1%	-3.7	4%	-5%	7	-10%	-1%	9%
Cc1cccc(NC(=O)CCCN2C(=O)c3cccc4cccc(c34)C2=O)c1	-8%	0.0	-6%	1%	/	3%	-8%	3%
O=C(COC(=O)c1ccc([N+](=O)[O-])cc1)NC1CCCC1	-1%	-0.3	-22%	-24%	-9	8%	-10%	4%
O=[N+]([O-])c1ccc(S(=O)(=O)N2CCN(C3CCN(Cc4ccccc4)CC3)CC2)cc1	1%	-1.1	3%	-1%	6	?	4%	-6%
C[C@H]1C(=O)N(c2ccccc2)[C@@H]1c1ccccc1	-1%	-1.0	?	10%	2	0%	-5%	-25%
CCOc1cc(CC(=O)N[C@@H](CC(C)C)c2ccccc2N2CCCCC2)ccc1C(=O)O	1%	0.6	?	9%	-3	11%	-8%	-15%
C=CCNc1nc(-c2sc(NC(=O)C(C)(C)C)nc2C)c(-n2cc(-c3ccccc3)nn2)s1	/	-0.3	-9%	-13%	-5	-4%	-1%	3%
C=CC1(C)CN(Cc2ccco2)S(=O)(=O)c2c(F)cccc2O1 (stereo not drawn)	/	-0.5	-13%	-11%	-24	-2%	-14%	-11%
O=C1C=C(N2CCOCC2)c2ccccc2C1=O	-2%	-6.3	?	10µM*	-8	-19%	-18%	3%
CCN(Cc1nc2cc(Cl)ccc2c(=O)[nH]1)C(=O)CN1C(=O)NC2(CCCCC2C)C1=O (stereo not drawn)	-1%	1.3	15%	-6%	-11	8%	-10%	-2%
COc1ccc(OCC(=O)N/N=C(/C)Cc2ccccc2)cc1	-1%	-1.5	0%	-14%	2	13%	-10%	12%
COc1ccc(CNC(=O)CCCc2ccccc2)cc1	3%	-3.0	1%	-9%	-6	2%	-14%	-1%
COc1nc(-c2ccccc2)cc(C(F)(F)F)n1	/	0.9	0%	-6%	/	-2%	-7%	3%

Gathered by group: the entries above with a cyano group.
SMILES	MmCpn inh	CCT modulator	EPAC2 antagonist	EPAC1 antagonist	PI5P4Ka inh	WRN helicase inh	PLK1 PBD block	EPAC1 agonist
CCOC(=O)/C(C#N)=C(/C)c1ccc(OC)cc1	0%	0.0	6%	-7%	0	4%	3%	0%
N#CCC(=O)N/N=C/c1cn(Cc2ccc(Cl)cc2Cl)c2ccccc12	-1%	-3.7	4%	-5%	7	-10%	-1%	9%

Only part of the results is shown; count on the stated rates, not on these rows.
